Bioassay records: PubChem, several laboratories
Wnt bcat act: activators of Wnt/beta-catenin signaling. Wnt/beta-catenin reporter cell assay, activator, plate reader. activation, % at 9.35 µM. actives 1.2% (n = 300,000). AID 743398; in the data active = activation above about 30%, passing the limit was not always enough; inconclusive = no clear call, values can overlap the other calls;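 also: 0% = neutral control wells and 100% = positive control wells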
dFosB activator: activators of mouse delta FosB homodimer | purified delta FosB, TAMRA-CDK5 oligo fluorescence polarization; percent of positive-control signal above neutral wells | P13346 | actives 0.99% (n = 340,000) | activation, % at 25 µM;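 active = mean activation above about 17%, with every replicate also reaching it, limit read from the data, passing the limit was not always enough; inconclusive = only one of the two conditions met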;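 also: fluorescence polarization rise as delta FosB binds a TAMRA Cdk5 AP-1 oligo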
Target sequence (P13346 whole entry, looked up): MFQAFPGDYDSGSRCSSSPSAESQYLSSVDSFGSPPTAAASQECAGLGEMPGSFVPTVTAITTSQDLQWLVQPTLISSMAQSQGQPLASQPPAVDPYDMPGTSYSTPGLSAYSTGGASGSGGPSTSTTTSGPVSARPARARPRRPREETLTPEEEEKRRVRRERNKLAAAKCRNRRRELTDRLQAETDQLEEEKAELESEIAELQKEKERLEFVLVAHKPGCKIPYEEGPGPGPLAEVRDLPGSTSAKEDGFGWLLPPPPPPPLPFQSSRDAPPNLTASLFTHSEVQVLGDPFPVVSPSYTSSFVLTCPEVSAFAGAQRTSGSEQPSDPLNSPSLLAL
SR-BI DiI inh: inhibitors of mouse SR-BI mediated HDL lipid uptake; inhibition, % at 12.5 µM; AID 488896; actives 0.96% (n = 320,000); ldlA[mSR-BI] CHO cells, DiI-HDL uptake fluorescence, 3 h;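 active = mean replicate inhibition of at least 70% and a set share of replicates each scoring 70 or more; inconclusive = meets just one of the two criteria; inactive = fails both criteria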;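 also: 0% = median of neutral control wells and 100% = median of positive control wells; values of inactives mirror those of a sister screen read the other way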
Target sequence (Q61009 whole entry, looked up): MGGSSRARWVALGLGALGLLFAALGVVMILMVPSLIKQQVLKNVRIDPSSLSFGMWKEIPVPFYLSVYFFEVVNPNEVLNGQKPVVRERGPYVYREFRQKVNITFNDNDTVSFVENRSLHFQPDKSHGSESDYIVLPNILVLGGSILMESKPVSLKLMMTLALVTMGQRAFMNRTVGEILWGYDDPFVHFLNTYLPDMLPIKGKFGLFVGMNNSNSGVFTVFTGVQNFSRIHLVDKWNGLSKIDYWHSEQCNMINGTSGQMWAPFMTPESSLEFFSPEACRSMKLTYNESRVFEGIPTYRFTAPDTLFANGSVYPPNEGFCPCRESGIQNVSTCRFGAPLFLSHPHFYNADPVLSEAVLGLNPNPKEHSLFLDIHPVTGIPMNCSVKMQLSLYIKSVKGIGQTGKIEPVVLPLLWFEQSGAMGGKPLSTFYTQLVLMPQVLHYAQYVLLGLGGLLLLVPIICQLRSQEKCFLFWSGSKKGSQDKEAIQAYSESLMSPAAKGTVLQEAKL
CDK5 inh: CDK5/p35 (human) kinase inhibition; Recombinant CDK5/p35, ADP-Glo luminescence, 60 min; inhibition, % at 10 µM; actives 0.01% (n = 330,000); Q00535+Q15078;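 active = highest replicate inhibition of at least 50% and at least 75% of replicates reaching 50%; inconclusive = only one of the two criteria met; inactive = both criteria failed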;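 also: plate controls were DMSO neutral control for no effect and GW8510 at 10 µM for full effect; many of its hits are not listed in these tables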
NSD2 HMT inh: inhibitors of human histone methyltransferase NSD2; O96028; NSD2 peptide methylation, AlphaScreen, 120 min; inhibition, % at 12.5 µM; actives 0.54% (n = 310,000); AID 743445; in the data active = inhibition above about 50%
MITF TRPM1 HTS: MITF TRPM1 promoter activation in melanoma cells. SK-MEL-5 TRPM1-promoter luciferase, 24 h; % of positive control, neutral wells = 0. actives 0.75% (n = 300,000). activation, % at 12.5 µM;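 active = mean activation of at least 80% with every replicate also reaching 80%; inconclusive = mean reaches 80% but some replicate falls short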;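 also: 0% = neutral control wells and 100% = parthenolide positive control wells; values of inactives mirror those of a sister screen read the other way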
PvdQ acylase: P. aeruginosa PvdQ acylase inhibition | purified PvdQ acylase, fluorescence plate reader | inhibition, % at 10 µM | actives 0.063% (n = 340,000) | AID 488965; in the data active = inhibition above about 30%, passing the limit was not always enough; inconclusive = no clear call, values can overlap the other calls;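 also: 0% = vehicle neutral wells and 100% = reference inhibitor wells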
HTR5A ag: activates human HTR5A in OPRM1-OPRD1 agonist counter-screen; P47898; HTR5A agonist assay, luminescence, cell-based; activation, % at 9.3 µM; actives 0.61% (n = 340,000); in the data active = activation mostly above about 9.5%, no sharp cut-off; inactive = mostly below about 7.6%;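 also: 0% = cells with vehicle only and 100% = reference agonist; strong numbers were not always called active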
HTR5A inv ag: HTR5A inverse agonism, opioid heterodimer counter-screen. inhibition, % at 9.3 µM. actives 0.083% (n = 340,000). HTR5A cell line, luminescence; in the data active = inhibition mostly above about 23%, no sharp cut-off; inactive = mostly below about 18%;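 also: 0% = cells with DMSO and 100% = no-cell wells with DMSO; some compounds called inactive have numbers as strong as hits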
V-ATPase pH: regulators of yeast V-ATPase proton transport; response, % at 10 µM; S. cerevisiae, pHLuorin cytosolic pH fluorescence; actives 0.37% (n = 350,000); in the data active = response mostly above about 7.3%, no sharp cut-off; inactive = mostly below about 5.4%; also: actives read high; inactives centre near 0; some compounds called inactive have numbers as strong as hits; reference of the scale not given here
Active calls of the source: *; ? = inconclusive; · = no result given.

#	structure	dFosB activator	SR-BI DiI inh	MITF TRPM1 HTS	HTR5A inv ag	NSD2 HMT inh	Wnt bcat act	HTR5A ag	V-ATPase pH	CDK5 inh	PvdQ acylase
1	Cc1ccc(-c2nc(SCC(=O)NCC3CCCO3)c(-c3ccc(C)cc3)[nH]2)cc1 (centres undefined)	0	55	·	9	·	2	-3	2	0.8	5
2	N/C(CSc1ccc(Cl)cc1)=N\NC(=O)c1ccncc1	6	-13	5	-3	-3	0	1	2	0.9	4
3	CCOC(=O)Nc1sc2c(c1C(=O)OCC)CCC2	-1	16	·	1	5	·	0	1	2.4	-11
4	COC(=O)NCC(C)OC(=O)Nc1ccc(Cl)cc1 (centres undefined)	-1	-16	35	-8	0	6	0	0	0.4	7
5	C=CCn1c(SCC(=O)Nc2ccc(Br)cc2)nc(O)c(CC)c1=O	-9	-14	2	4	·	-2	-3	-3	·	10
6	COc1ccc(-c2nc(CS(=O)CC(=O)NCc3ccc(F)cc3)c(C)o2)cc1 (centres undefined)	-4	37	-7	-26	·	-1	-1	-4	1.1	-1
7	O=C(/C=C\Nc1ccc2c(c1)OCO2)c1ccc(Cl)s1	-6	-1	54	-16	-5	1	-2	3	2.7	-4
8	O=C(Nc1cccc(S(=O)(=O)N2CCCCC2)c1)c1ccc(S(=O)(=O)C(F)F)cc1	-6	47	-17	-4	48	-2	12*	4	0.5	7
9	C=C(C)C1Cc2c(C)nn(-c3ccccn3)c2C1 (centres undefined)	1	-4	-5	-5	0	·	1	0	2.4	7
10	COc1ccc2sc(SCCCS(=O)(=O)O)[n+](CCCS(=O)(=O)[O-])c2c1	-4	-3	-5	-28	·	-2	-1	-3	-1.1	8
11	O=C(CN1C(=O)NC(CCc2ccccc2)C1=O)N1CCCCCC1 (centres undefined)	4	-2	·	7	29	-2	3	-1	0.4	-13
12	O=C(C[n+]1cccc(/C=N/O)c1)N1CCCCCC1	0	-12	-4	-7	0	-1	2	-1	-2.2	-14
13	O=C(COC(=O)c1cnccn1)Nc1cc(S(=O)(=O)N2CCOCC2)ccc1Cl	-4	-3	-1	8	-5	-2	-2	-1	0.1	-9
14	CC(C)CC(=O)N1CCN(C(=O)c2cccc(F)c2)CC1	12	-21	·	-3	-3	-2	-2	1	0.3	-14
15	N=C1C(c2ccccc2)=C(O)CN1c1cccc(S(N)(=O)=O)c1	-3	1	-2	11	0	-2	-4	1	1.6	-9
16	COc1cccc(NC(=O)COc2ccccc2C(N)=O)c1	7	-6	45	-16	0	·	6	-4	0.3	-13
17	CCOC(=O)c1coc(C(=O)OCC)c1C(=O)OCC	1	-4	-3	-7	-1	-2	2	-2	-2.3	-12
18	Cc1ccc(NC(=O)c2nc[nH]c2C(=O)N2CCOCC2)c(C(=O)c2ccccc2)c1	-14	6	6	-10	-2	-1	4	-2	-1.9	-4
19	CCOC(=O)C1=CC(=O)CC(C)(C)O1	0	-25	10	-1	1	3	0	5	1.3	-4
20	Cc1ccc(NC(=O)CCc2ccc(S(=O)(=O)N3CCOCC3)cc2)c(O)c1	-4	0	-10	5	-1	-4	-1	-2	2.2	-11
21	COc1cccc(C(=O)Nc2ccc(S(=O)(=O)N3CCN(C)CC3)cc2)c1	-7	-29	9	-1	-3	2	2	-5	1.0	0
22	O=C(COC(=O)Cc1ccsc1)NNC(=O)c1ccccc1	2	-13	7	-12	-1	0	3	-2	-1.0	12
23	CCOc1ccc(S(=O)(=O)N=C(c2ccccc2)N2CCOCC2)cc1	-6	-2	6	-4	·	-3	1	-1	-0.1	3
24	COc1ccc(C(C(O)C(=O)c2c[nH]c3ccccc23)N2CCN(c3ccccc3)CC2)cc1 (centres undefined)	-8	0	-6	-9	0	·	6	-3	0.5	-5
25	CCCc1nc2ccccc2c(C(=O)OCC(=O)c2ccc3c(c2)NC(=O)CO3)c1CC	-2	39	·	13	1	·	-1	0	-0.4	-11
26	CC1CC(C)CN(CCCNC(=O)c2cn(C)c3ccc(S(=O)(=O)N4CCCC4)cc3c2=O)C1 (centres undefined)	-10	-21	-1	-15	11	-1	5	3	-1.1	11
27	COc1ccc(NC(=O)c2cc(CC(C)C)nc3ccccc23)cc1	-4	76*	·	1	-1	0	-1	-2	-3.4	-28
28	CCC1(O)CC2CN(CCc3c([nH]c4ccccc34)C(C(=O)OC)(c3cc4c(cc3OC)N(C=O)C3C(O)(C(=O)OC)C(OC(C)=O)C5(CC)C=CCN6CCC43C65)C2)C1 (centres undefined)	-5	-7	·	-7	10	-20	2	2	-1.7	-10
29	O=C1C=C(NCc2ccco2)CC(c2ccc(Cl)cc2)C1 (centres undefined)	-2	7	-12	-45	3	2	-2	0	-4.8	-5
30	COC(=O)c1sccc1NC(=O)COc1ccccc1Cl	-14	33	22	-15	-4	·	4	-1	0.8	-7

Laid out differently: entries from further up
(17) CCOC(=O)c1coc(C(=O)OCC)c1C(=O)OCC
(19) CCOC(=O)C1=CC(=O)CC(C)(C)O1

| Assay by compound | 17 | 19 |
| --- | --- | --- |
| dFosB activator | 1 | 0 |
| SR-BI DiI inh | -4 | -25 |
| MITF TRPM1 HTS | -3 | 10 |
| HTR5A inv ag | -7 | -1 |
| NSD2 HMT inh | -1 | 1 |
| Wnt bcat act | -2 | 3 |
| HTR5A ag | 2 | 0 |
| V-ATPase pH | -2 | 5 |
| CDK5 inh | -2.3 | 1.3 |
| PvdQ acylase | -12 | -4 |

Complete entries, quoted from the list. Values in the order: dFosB activator, SR-BI DiI inh, MITF TRPM1 HTS, HTR5A inv ag, NSD2 HMT inh, Wnt bcat act, HTR5A ag, V-ATPase pH, CDK5 inh, PvdQ acylase
Results for CC1CC(C)CN(CCCNC(=O)c2cn(C)c3ccc(S(=O)(=O)N4CCCC4)cc3c2=O)C1 (centres undefined) = -10, -21, -1, -15, 11, -1, 5, 3, -1.1, 11
Results for COC(=O)NCC(C)OC(=O)Nc1ccc(Cl)cc1 (centres undefined) = -1, -16, 35, -8, 0, 6, 0, 0, 0.4, 7
Results for O=C(COC(=O)c1cnccn1)Nc1cc(S(=O)(=O)N2CCOCC2)ccc1Cl = -4, -3, -1, 8, -5, -2, -2, -1, 0.1, -9
Results for COc1ccc(NC(=O)c2cc(CC(C)C)nc3ccccc23)cc1 = -4, 76*, ·, 1, -1, 0, -1, -2, -3.4, -28
Results for N=C1C(c2ccccc2)=C(O)CN1c1cccc(S(N)(=O)=O)c1 = -3, 1, -2, 11, 0, -2, -4, 1, 1.6, -9

The listing continues:
#	structure	dFosB activator	SR-BI DiI inh	MITF TRPM1 HTS	HTR5A inv ag	NSD2 HMT inh	Wnt bcat act	HTR5A ag	V-ATPase pH	CDK5 inh	PvdQ acylase
31	Cc1cnc(C(=O)N2CCN(c3ccc(C(F)(F)F)cn3)CC2)cn1	-8	-9	-8	-6	-1	3	1	2	-5.9	-8
32	COc1ccc(C(=O)NC(=S)N2CCOCC2)cc1[N+](=O)[O-]	-5	-18	10	-6	0	-2	4	-3	-1.0	-9
33	Cn1cc(CN2CCC(n3nccc3NC(=O)Cc3ccccc3)CC2)cn1	-3	-18	3	4	0	-3	-3	1	1.5	-1
34	Cc1ccc(CN2CCN(C(=O)CCc3ccccc3)CC2)cc1	-9	23	0	2	0	-1	-1	-1	-0.1	-19
35	O=C1CC(C(=O)Nc2ccc(F)cc2)S/C(=N\N=C\c2ccco2)N1 (centres undefined)	33*	0	-2	-10	1	2	-2	2	0.4	23
36	CN(C)C=C1C(=O)c2ccccc2C1=O	-3	9	·	9	1	0	6	6	0.0	-3
37	COc1cccc(NC(=O)C/C(C)=N/NC(=O)c2ccccc2Cl)c1	-1	-9	2	-10	-5	?	1	0	1.1	-9
38	CCOC(=O)c1c(C)oc2cc(Br)c(OC(=O)N3CCOCC3)cc12	-12	7	18	4	-1	·	0	1	-0.7	-8
39	Cc1nc2c(o1)C(=O)c1ccccc1C2=Nc1ccccc1	-5	9	-94	-5	·	-4	1	-2	-2.3	6
40	Cc1ccc(NS(=O)(=O)c2c(C)[nH]c(C)c2C(=O)N2CCCCC2)cc1C	-10	-9	-9	2	1	-1	1	-4	2.6	-17
41	Cc1cccc(CC2CC(=O)N(c3ccc([N+](=O)[O-])cc3)C2=O)c1 (centres undefined)	0	-11	17	7	0	-1	-2	3	-1.5	-10
42	COCCNC(=O)c1ccccc1NC(=O)Cc1ccccc1	-2	-6	7	-22	-1	-1	8	4	-0.7	0
43	COC(=O)c1sc2ccccc2c1NC(=O)c1ccc(S(=O)(=O)N2CCCCC2C)cc1 (centres undefined)	6	19	4	2	0	-4	2	-7	-0.6	1
44	CCOC(=O)C(OC(=O)c1sc(=S)n(C)c1C)C(C)=O (centres undefined)	5	-10	3	4	-6	·	-1	0	-0.6	2
45	Cc1ccc(-c2nnc(SCC(=O)OC(C)C)n2N)cc1	1	-18	·	-12	0	·	4	1	-0.2	-14
46	NNC(=O)c1c(O)c2cccc3c2n(c1=O)CCC3	-7	1	-3	1	-1	2	0	-2	-0.3	-16
47	COc1ccccc1N1CCN(C2CCCN(C(=O)c3csc(C)n3)C2)CC1 (centres undefined)	-7	-2	1	2	-2	0	-6	-2	0.1	3
48	COC(=O)C1=C(C(=O)OC)C(c2cc(Br)ccc2O)c2sc(=O)[nH]c2S1 (centres undefined)	-4	0	1	7	15	·	-2	-2	1.5	2
49	Cc1ccc(S(=O)(=O)NCC(c2ccccc2)N2CCCCC2)cc1 (centres undefined)	-6	5	6	7	-1	1	-2	-4	0.0	5
50	CNC(=S)NNS(=O)(=O)c1ccc(OC)cc1OC	-8	-11	-1	-29	-2	-1	4	0	-4.8	-22
51	CCCOc1nc2ccccc2cc1/C=C/C(=O)O	-18	1	-7	-1	0	-2	-5	-2	-3.8	-11
52	Cc1ccc(NC(=O)COC(=O)/C=C/c2cccs2)cc1	1	-17	-2	16	-4	·	-1	0	-0.7	-3
53	CCCCC1CCC(C(=O)Nc2ccccc2N2CCOCC2)CC1 (centres undefined)	1	-17	·	2	2	-4	-1	-2	2.1	-13
54	O=C(NCc1ccco1)c1ccc(NC(=O)C2COc3ccccc3O2)cc1 (centres undefined)	-13	·	6	9	1	-3	-3	-1	0.6	-15
55	CC(C)CNc1nnnc2c1sc1nc(N3CCOCC3)c3c(c12)CCCC3	-6	·	8	-17	-2	0	5	-4	0.5	-9
56	N#Cc1c(C(F)(F)F)cc(-c2ccco2)nc1SCc1ccncc1	-12	35	-17	-5	-10	·	4	-1	·	-8
57	COc1ccc(Cl)cc1NC(=O)CCN1C(=O)NC(C)(C)C1=O	4	21	0	9	-5	-3	1	2	-0.5	-17
58	CC(C)c1nc(SCC(=O)N2CC(=O)Nc3ccccc32)c2ccccc2n1	7	·	-21	-29	-2	-1	2	0	2.6	-15

Compounds as they come. Share with any hit: about 5%.
